High-throughput results: PubChem, several laboratories
CSN inh: inhibitors of human CSN-mediated cullin deneddylation | 360,000 compounds, 0.38% hits | AID 651999 | inhibition, % at 12.5 µM | Purified CSN, SCF-Nedd8-OG deneddylation, fluorescence polarization;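 active means pattern-corrected inhibition above about 35%, with an unprinted fluorescence ratio check between 0.5 and 1.5, limit read from the data, passing the limit was not always enough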;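 further: 0% = enzyme with substrate and 100% = substrate without enzyme; some results filed as inactive read as strong as hits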
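Detection – fluorescence polarization · System – HEK293T-derived human Csn5 enzyme · Controls – substrate-only high control, full reaction low control · Timing – 90 min, room temperature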
E coli Lon inh: inhibits E. coli Lon protease; P0A9M0; purified E. coli Lon protease, fluorescence polarization; inhibition, % at 7.94 µM; 360,000 compounds, 0.42% hits; in the data active means inhibition above about 13%, passing the limit was not always enough;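 further: 0% = enzyme with probe and DMSO and 100% = no enzyme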
FAS-TE inh: FAS thioesterase (human) inhibition; P49327; recombinant FAS-TE, OMFH fluorogenic substrate, fluorescence endpoint; inhibition, % at 15 µM; 360,000 compounds, 0.67% hits; AID 602261;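 active means compounds whose normalised, plate-corrected inhibition of enzyme fluorescence in the single-dose primary screen is 50% or more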;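 further: 0% = DMSO with enzyme and 100% = substrate without enzyme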
MsrA inhibitor: inhibitors of bovine MsrA. inhibition, % at 15.5 µM. AID 651718. 360,000 compounds, 0.75% hits. purified bovine MsrA, absorbance read-out; in the data active means inhibition above about 4.5%;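 further: 0% = vehicle wells with enzyme and 100% = reference inhibitor wells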
Rpn11 inh: Rpn11 (human) deubiquitinase inhibition; O00487; human 26S proteasome, Ub4-pepOG fluorescence polarization; 20S core pre-blocked with epoxomicin; calls only at 20 µM; 360,000 compounds, 0.59% hits; AID 588493;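 active means inhibition at 20 µM, scaled to each plate's controls, above about 33%, limit read from the data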
Rin1-Abl PPI inh: blocks binding of human Rin1 to Abl | AID 588664 | inhibition, % at 7.35 µM | 360,000 compounds, 0.4% hits | TR-FRET Rin1/Abl binding, biochemical; in the data active means inhibition above about 5%, passing the limit was not always enough
MT1-MMP act inh: inhibitors of human MT1-MMP activation | P50281 | HT1080 RFP-PRO-GFP cells, GFP/RFP ratio fluorescence, overnight; percent of plate control window, DMSO zero | GFP/RFP ratio change, % at 20 µM | 360,000 compounds, 0.061% hits | AID 651647;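 active means GFP/RFP ratio change of at least 30% with cell ATP level not reduced by more than half and red fluorescence within 50% of control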; further: strong numbers were not always called active
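Test system: HT1080 RFP-PRO-GFP cells; Benchmarks: DMSO and RFP-L50D-GFP cell wells; Timing: cells overnight before dosing, compound overnight, 37 °C, 5% CO2; Compound: one 20 µM compound dose with 1% DMSO; Read-out: GFP/RFP fluorescence ratio.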
bovine MsrA act: activates bovine MsrA enzyme; purified bovine MsrA, absorbance read-out; 360,000 compounds, 0.3% hits; activation, % at 10.6 µM; in the data active means activation above about 7.5%;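 further: 0% = vehicle and 100% = reference activator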
MLLE-PAM2 inh: blocks PAM2 peptide binding to the PABP1 MLLE domain; 360,000 compounds, 0.36% hits; GST-MLLE / FITC-PAM2 fluorescence polarization; AID 588489; P11940; inhibition, % at 20 µM; in the data active means inhibition above about 35%, passing the limit was not always enough;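 further: plate controls were DMSO wells with GST-MLLE for no effect and wells lacking GST-MLLE protein for full effect; some results filed as inactive read as strong as hits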
* marks the source's active call; other numbers are inactive results; i = inactive; . = no result given; + = active, no number.

SMILES | CSN inh | E coli Lon inh | FAS-TE inh | MsrA inhibitor | Rpn11 inh | Rin1-Abl PPI inh | MT1-MMP act inh | bovine MsrA act | MLLE-PAM2 inh
CCC(C)NC(=O)C1CCN(C(=O)COc2ccc3c4c(c(=O)oc3c2C)CCCC4)CC1 (configuration not stated) | 2 | -3 | -2 | -1.0 | i | -1 | 2 | -10 | 11
Nc1ncc(Br)cc1Br | 0 | -3 | -4 | 1.4 | i | 0 | -5 | -4 | -5
O=c1ccc(S(=O)(=O)N2CCCC2)c[nH]1 | 0 | -4 | -2 | -1.0 | i | 3 | -3 | -7 | -13
CCOc1cc(C(=O)Nc2cc(C)ccc2C)ccc1OCC(=O)N1CCCCC1 | 4 | -13 | -7 | -0.5 | i | 2 | 2 | -8 | -37
NCCN=C1NS(=O)(=O)c2ccccc21 | -5 | -3 | -6 | -0.2 | i | -1 | -6 | -11 | 1
Cc1cc(C)n(-c2nc3ccccc3nc2Nc2ccc3[nH]c(=O)[nH]c3c2)n1 | 0 | -7 | -8 | 1.1 | . | 6 | -35 | -1 | 7
FC(F)(F)c1cccc(CC2CN(Cc3ccccc3)Cc3ccccc3N2c2cc(Cl)cc(Cl)c2)c1 (configuration not stated) | 3 | 4 | 23 | -0.2 | i | -1 | 4 | -2 | 3
CC1=C(C(=O)Nc2ccccc2)C(c2cccc([N+](=O)[O-])c2)Nc2nc3ccccc3n21 (configuration not stated) | 0 | -3 | 0 | 2.8 | i | -7 | -9 | -1 | -8
COc1cccc(OC)c1C(=O)NC(C)CCc1ccccc1 (configuration not stated) | 0 | 1 | 0 | 0.8 | i | -1 | 2 | -5 | 6
Oc1ccc(Cc2ccc(Cl)cc2)c(O)c1 | -2 | -7 | 5 | 0.1 | i | -2 | 6 | -1 | 4
CCOc1ccc(C(=O)NC(=S)Nc2ccc(NC(=O)c3ccco3)cc2)cc1[N+](=O)[O-] | 1 | 5 | -12 | -1.2 | i | 1 | 5 | -3 | 22
CC(C)COC(=O)N(C)C[C@H]1OCc2cnnn2CCCC(=O)N([C@H](C)CO)C[C@H]1C | 5 | -1 | -9 | 0.9 | i | 1 | 4 | -6 | -2
CCOC(=O)c1cnc(-n2nc(C)cc2C)nc1Nc1cccc(C(=O)O)c1 | -1 | 0 | -2 | -0.7 | i | -3 | 6 | 0 | 4
COc1ccc(-c2nnc(NC(=O)c3ccc(S(=O)(=O)N4CCCc5ccccc54)cc3)o2)cc1 | -3 | -2 | 16 | . | i | -3 | -1 | -1 | -2
O=C(NC1=NCCS1)c1ccc(Cl)s1 | 1 | -5 | -12 | -0.7 | i | -3 | -1 | -12 | -2
COC(=O)c1ccccc1NC(=O)CN1CCCCC1 | 2 | -14 | 0 | -1.1 | i | 0 | 1 | -8 | 1
CCOc1nc(OCC)nc(N2CCC(C)CC2)n1 | -2 | -10 | -1 | 0.3 | i | -1 | 4 | -3 | 1
CN1CCC(OC(=O)c2cc3cc(Br)ccc3oc2=O)CC1 | 4 | -7 | -8 | 3.6 | i | 1 | -1 | 2 | 1
O=C(N/N=C/c1ccc2cccc(OCc3ccccc3)c2n1)c1ccc(Cl)cc1 | 12 | -7 | 9 | 1.1 | i | 0 | 8 | -3 | -8
NC1=NC[C@@H](CC2CCCCC2)N1CCc1cc(C(F)(F)F)cc(C(F)(F)F)c1 | 3 | 1 | -135 | . | + | -1 | -19 | -4 | -60

Five records drawn at random from those above:
SMILES | CSN inh | E coli Lon inh | FAS-TE inh | MsrA inhibitor | Rpn11 inh | Rin1-Abl PPI inh | MT1-MMP act inh | bovine MsrA act | MLLE-PAM2 inh
CCOC(=O)c1cnc(-n2nc(C)cc2C)nc1Nc1cccc(C(=O)O)c1 | -1 | 0 | -2 | -0.7 | i | -3 | 6 | 0 | 4
NCCN=C1NS(=O)(=O)c2ccccc21 | -5 | -3 | -6 | -0.2 | i | -1 | -6 | -11 | 1
CCC(C)NC(=O)C1CCN(C(=O)COc2ccc3c4c(c(=O)oc3c2C)CCCC4)CC1 (configuration not stated) | 2 | -3 | -2 | -1.0 | i | -1 | 2 | -10 | 11
CC(C)COC(=O)N(C)C[C@H]1OCc2cnnn2CCCC(=O)N([C@H](C)CO)C[C@H]1C | 5 | -1 | -9 | 0.9 | i | 1 | 4 | -6 | -2
NC1=NC[C@@H](CC2CCCCC2)N1CCc1cc(C(F)(F)F)cc(C(F)(F)F)c1 | 3 | 1 | -135 | . | + | -1 | -19 | -4 | -60

The list goes on:
SMILES | CSN inh | E coli Lon inh | FAS-TE inh | MsrA inhibitor | Rpn11 inh | Rin1-Abl PPI inh | MT1-MMP act inh | bovine MsrA act | MLLE-PAM2 inh
Clc1cccc(N2CCN(CCCN3CCN(c4ccccc4)CC3)CC2)c1 | -3 | 2 | 0 | -0.2 | i | 1 | 10 | -2 | -16
Cc1cnc(C(=O)OCC(=O)Nc2oc(-c3ccccc3)c(-c3ccccc3)c2C#N)cn1 | -1 | 1 | 3 | -0.4 | i | -4 | 5 | -1 | -6
CCOC(=O)[C@H]1O[C@@H]1C(=O)N[C@@H](CC(C)C)C(=O)NCCC(C)C | 0 | 2 | -1 | . | i | 1 | 4 | -6 | -19
CC(=O)c1ccc(NC(=O)/C(=C\c2ccccc2)NC(=O)/C=C/c2ccccc2)cc1 | 7 | -15 | 40 | 1.5 | i | -1 | -3 | -2 | -7
CCCC(=O)Nc1ccc(C(=O)Nc2nnc(COC)s2)cc1 | -5 | 1 | -8 | 0.1 | i | -3 | 1 | -1 | 4
Cc1ccc(-n2c(=S)[nH]c3c(oc4ccccc43)c2=O)cc1 | -6 | -5 | -8 | 1.0 | i | -11 | 3 | -1 | 22
O=C1C(CN2CCCC2)CCCC1CN1CCCC1 (configuration not stated) | 4 | 13 | -5 | 1.3 | i | 6 | 1 | 1 | 12
Cc1ccc(/C=N/Nc2cccc(C(=O)O)c2)s1 | -8 | 3 | -6 | 3.6 | i | 0 | -3 | -2 | 18
CCOC(=O)CSc1ccc2nnc(CCNS(=O)(=O)c3ccc(C)cc3)n2n1 | -2 | -12 | -4 | -0.5 | i | -2 | 2 | -7 | -1
CCOC(=O)Cn1nc(C)cc1NC(=O)c1cccnc1 | 7 | 2 | -6 | 0.9 | i | 3 | -7 | -8 | 2
C/C=N/NC(=O)CCNC(=O)c1ccccc1 | -22 | 3 | -9 | 0.1 | i | -2 | 0 | -1 | 4
COC/C=C/C1=CC2=CC(=O)C(C)(OC(=O)c3cnc4ccccc4n3)C(=O)C2=CN1C1CC1 (configuration not stated) | -2 | 1 | -12 | 2.0 | i | 0 | -3 | -10 | 11
Cc1ccc(Nc2c(F)c(F)c(F)c(F)c2C(=O)O)cc1 | -2 | 1 | -1 | 0.9 | i | 2 | 2 | -2 | 0
COc1cc(-c2ccc3sc(-c4ccsc4)c(C#CCO)c3c2)cc(OC)c1OC | -9 | -3 | 24 | 2.6 | i | 2 | 0 | -1 | 1
COC(=O)[C@H](C)NC(=O)Nc1ccc(OC)cc1OC | -2 | -2 | -6 | -0.9 | i | -1 | 2 | 5 | -6
COc1ccc(CC(=O)N(C)C2CCCCC2)cc1S(=O)(=O)N1CCOCC1 | -2 | -3 | -2 | 0.5 | i | -2 | 0 | -4 | 4
COc1ccc(Nc2cc(C(=O)NCCCN3CCN(C)CC3)c3ccccc3n2)c(OC)c1 | 4 | -1 | -6 | 0.1 | i | 2 | 0 | -12 | 8
CC(=O)c1c(N2CCOCC2)nc(=S)n(-c2ccc([N+](=O)[O-])cc2)c1C | 3 | -4 | -2 | 0.3 | i | -1 | 2 | -1 | -3
COC(=O)CN1C(=O)N/C(=C/c2cc(OC)c(OC)cc2C)C1=O | 5 | -9 | -5 | 1.6 | i | 2 | 1 | 0 | 3
COCCN1C2=C(C(=O)CC(C)(C)C2)C(c2ccc(OC)c(OC)c2)C2=C1CC(C)(C)CC2=O | -6 | 1 | -3 | 0.5 | i | -3 | 1 | -9 | 9
CN(C)CCNC(=O)C(=O)NCC1OCCN1S(=O)(=O)c1ccc([N+](=O)[O-])cc1 (configuration not stated) | -6 | -7 | -7 | -0.9 | i | -1 | 1 | 2 | -2
O=C(OCn1ncc(Br)c(Br)c1=O)c1ccc(F)cc1 | 19 | 4 | 40 | . | i | -16 | -35 | -4 | -11
O=C1C(C=Nc2ccc(F)cc2)=C(O)c2ccccc21 | 7 | -4 | -1 | 0.6 | i | -1 | 2 | -3 | 9
CC1(Cc2cccc(C(F)(F)F)c2)C(=O)Nc2ccc(-c3ccc(F)c(Cl)c3)cc21 (configuration not stated) | 5 | -1 | 23 | -1.1 | i | -2 | -10 | -3 | -15
CCc1nnc(NC(=O)CSc2nnc(C)n2-c2ccc(C)cc2)s1 | 3 | -6 | -6 | -0.6 | i | 1 | 4 | -12 | 5
CCc1cc2c(-c3ccccc3)cc(=O)oc2cc1OC(C)C(=O)O (configuration not stated) | 1 | -17 | 0 | 2.5 | i | 0 | -4 | -4 | 8
COc1ccc(OC)c(/C=N/NC(=O)CCc2c(C)n[nH]c2C)c1 | 0 | 10 | -4 | 1.0 | i | 0 | 5 | -4 | 2
Cc1cc(C(=O)OCC(=O)Nc2ccccc2C(F)(F)F)on1 | -4 | -2 | 0 | 0.0 | i | 1 | 1 | -13 | 5
Cn1c2c(c(=O)n3ncnc13)CCCC2 | 1 | -8 | -7 | 0.6 | i | 0 | 2 | -3 | 9
Cc1ccc(/C=C(/C#N)C(=O)NC(=O)Oc2ccccc2)cc1 | -1 | -1 | -4 | 1.0 | i | 0 | 2 | 1 | 4
COc1ccc(-n2nc3c(N4CCC(C(=O)NCc5cccc(C)c5)CC4)nnc(C)c3c2C)cc1 | 18 | -28 | 1 | 0.1 | + | -8 | -1 | -2 | -32
CC1CCCCN1CCNC(=O)c1ccc2c(c1)N(Cc1ccccc1)C(=O)c1ccccc1S2(=O)=O (configuration not stated) | 0 | 10 | -5 | 1.0 | i | -1 | -3 | 1 | -2
COc1ccc(C2CC(c3cccs3)=NN2C(=O)COC(=O)c2cncc(Br)c2)cc1OC (configuration not stated) | 11 | -18 | 29 | 1.5 | + | -3 | -1 | -3 | -35
Cc1cc(/C=N/NC(=O)c2cccc([N+](=O)[O-])c2)c(C)n1-c1ccc(Cl)cc1Cl | 3 | 7 | 23 | 1.1 | i | 1 | -1 | 1 | -1
O=C(COC(=O)c1ccc(S(=O)(=O)N2CCCC2)cc1)Nc1ccc(F)cc1F | 3 | 5 | -2 | -0.6 | i | 0 | -1 | -7 | -2
CN(C)C(CNC(=O)c1cc(S(=O)(=O)N(C)c2ccccc2)ccc1Cl)c1cccs1 (configuration not stated) | -4 | -5 | 4 | 0.1 | i | 5 | 5 | -8 | -7
COc1ccc(-c2csc3nc(-c4ccccc4)oc(=O)c23)cc1OC | 5 | -6 | 38 | -0.8 | i | -2 | 2 | 1 | -5
NC(=O)NN=C(C1CC1)C1CC1 | 4 | -1 | -3 | 1.4 | i | 1 | 4 | -1 | 4
C(=NCCCN1CCOCC1)c1ccc2c(c1)OCO2 | 4 | 0 | -4 | -0.7 | i | 0 | 1 | -5 | -1
CC1(C)O[C@@H]2[C@H](O1)[C@@H](COS(=O)(=O)O)O[C@H]2n1ccc(=O)[nH]c1=O | 1 | 3 | -13 | -0.6 | i | 0 | 2 | -4 | 12
COC(=O)c1sccc1N/C=C(\C#N)S(=O)(=O)C(C)(C)C | -4 | -3 | -2 | 0.0 | i | -3 | 2 | -4 | 18
Cc1cc(Br)ccc1OCCCCN1CCC(C)CC1 | 3 | 4 | -7 | -0.1 | i | 2 | 6 | -9 | -15
O=C(Nc1ccccc1)N(C1=NCCC1)c1ccc(OC(F)F)cc1 | 0 | -7 | 28 | 1.8 | i | 1 | 8 | -1 | -2
